14-3-3 PPI – 14-3-3 gamma protein interaction modulation; P61981; AID 422; FP, 14-3-3gamma / TMR-pS259-Raf peptide binding; inhibition, % at 40 µM; hit rate 0.19% among 160,000; in the data active = inhibition above about 30%;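 also: 0% = protein plus tracer without compound and 100% = blank with tracer alone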
Target sequence (P61981 whole entry, looked up): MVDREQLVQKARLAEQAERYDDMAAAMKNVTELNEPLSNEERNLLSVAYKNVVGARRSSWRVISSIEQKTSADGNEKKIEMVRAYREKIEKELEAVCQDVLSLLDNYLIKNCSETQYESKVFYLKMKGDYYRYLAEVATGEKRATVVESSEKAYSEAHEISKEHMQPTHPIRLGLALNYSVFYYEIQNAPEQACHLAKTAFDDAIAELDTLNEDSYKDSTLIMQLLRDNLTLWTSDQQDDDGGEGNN
The depositor's hits bear a star; & = joins results of further samples. These rows are one share of the data. The share of hits here may be higher or lower than overall.

COc1ccc(Cl)cc1NC1=NCC(C)S1 (stereo unspecified)
  14-3-3 PPI = -8

CNP(=S)(NC)OCCOc1ccc(OC)cc1
  14-3-3 PPI = -7

CN1CCN(c2ncnc3ccc(Br)cc23)CC1
  14-3-3 PPI = 5&2

CCCSc1nc(O)c(CC)c(=O)n1C(C)CC (stereo unspecified)
  14-3-3 PPI = -5

N=C1c2ccccc2CN1c1ccccc1
  14-3-3 PPI = -4

Brc1ccc2c(c1)C1C=CCC1C(c1cccnc1)N2 (stereo unspecified)
  14-3-3 PPI = -223

Cn1c(O)c(C=NCCN2CCN(C(=O)c3ccccc3)CC2)c(=O)n(C)c1=O
  14-3-3 PPI = -3

O=[N+]([O-])c1c(Cl)ccc2nonc12
  14-3-3 PPI = -11

Cc1ccc(NC(=O)C2C3c4ccccc4C(c4ccccc43)C2C(=O)O)cc1 (stereo unspecified)
  14-3-3 PPI = 12

O=[N+]([O-])c1ccc(N2CCNCC2)c(Cl)c1
  14-3-3 PPI = -8

O=C(O)c1ccc(N2CC3CC(C2)c2cccc(=O)n2C3)c([N+](=O)[O-])c1 (stereo unspecified)
  14-3-3 PPI = -12

O=c1[nH]c(=O)n(Cc2ccccc2)c(O)c1C=NCCN1CCOCC1
  14-3-3 PPI = -14

Cc1nn(-c2ccccc2)c2c1C(c1ccc(OC(C)C)cc1)SCC(=O)N2 (stereo unspecified)
  14-3-3 PPI = 7

O=C(Nc1ccc2c(C(F)(F)F)cc(=O)oc2c1)c1cc([N+](=O)[O-])nn1Cc1ccccc1
  14-3-3 PPI = 4

CCOC(=O)C(O)(c1cn(C)c2ccccc12)C(F)(F)F (stereo unspecified)
  14-3-3 PPI = -1

COc1ccc(CCNCc2ccccc2C(F)(F)F)cc1
  14-3-3 PPI = 0

CC(C)CCn1c(N)c(C(=O)OCC2CCCO2)c2nc3ccccc3nc21 (stereo unspecified)
  14-3-3 PPI = -10

CNCCc1c(C)n[nH]c1C
  14-3-3 PPI = 1

Cc1ccc(NC(=O)CN2C(=O)CN=C(c3ccccc3)c3cc(Cl)ccc32)c(Cl)c1
  14-3-3 PPI = -2

CCOC(=O)[C@@]1(C#N)[C@@H]2C=CC(C(N)=O)=CN2[C@@H](C(N)=O)[C@@H]1c1cccc(Cl)c1
  14-3-3 PPI = -6

COc1ccc(-n2c(C=Cc3cccc(Br)c3)nc3ccccc3c2=O)c(OC)c1
  14-3-3 PPI = -6

O=c1oc2ccccc2c(O)c1C(c1ccc([N+](=O)[O-])o1)c1c(O)c2ccccc2oc1=O
  14-3-3 PPI = -42

Cc1n[nH]c(C)c1CCN
  14-3-3 PPI = -1

COC(=O)CC1(CC(=O)OC)C(=O)NC(=O)NC1=O
  14-3-3 PPI = -2&-9

Fc1ccc(NC2=NCCS2)cc1Cl
  14-3-3 PPI = -5

By substructure: those above containing a carbonyl joined to an NH by a bond outside any ring
Cc1ccc(NC(=O)C2C3c4ccccc4C(c4ccccc43)C2C(=O)O)cc1 (stereo unspecified)
  14-3-3 PPI = 12

O=C(Nc1ccc2c(C(F)(F)F)cc(=O)oc2c1)c1cc([N+](=O)[O-])nn1Cc1ccccc1
  14-3-3 PPI = 4

Cc1ccc(NC(=O)CN2C(=O)CN=C(c3ccccc3)c3cc(Cl)ccc32)c(Cl)c1
  14-3-3 PPI = -2

CCOC(=O)[C@@]1(C#N)[C@@H]2C=CC(C(N)=O)=CN2[C@@H](C(N)=O)[C@@H]1c1cccc(Cl)c1
  14-3-3 PPI = -6

A draw from above in order of length of the SMILES, highest first.
Cc1ccc(NC(=O)CN2C(=O)CN=C(c3ccccc3)c3cc(Cl)ccc32)c(Cl)c1
  14-3-3 PPI = -2

COc1ccc(-n2c(C=Cc3cccc(Br)c3)nc3ccccc3c2=O)c(OC)c1
  14-3-3 PPI = -6

Brc1ccc2c(c1)C1C=CCC1C(c1cccnc1)N2 (stereo unspecified)
  14-3-3 PPI = -223

(next part)
COc1ccc(S(=O)(=O)Cc2ccc(C(=O)N3CCC4(CC3)OCCO4)o2)cc1
  14-3-3 PPI = -3

CCN(CC)C(=O)c1ccc(NC(=O)Cn2nc(-c3ccc(C)cc3)c3ccccc3c2=O)cc1
  14-3-3 PPI = -10

CS(C)(=O)=Nc1cc(Cl)c2nonc2c1[N+](=O)[O-]
  14-3-3 PPI = 17

CCOC(=O)C1=C(C)NC(=S)NC1c1cccnc1 (stereo unspecified)
  14-3-3 PPI = -6

CCOC(=O)C1=C(C)OC(N)=C(C(=O)OCC)C12C(=O)N(CC(=O)OC)c1ccccc12 (stereo unspecified)
  14-3-3 PPI = 3

c1cc(C2N3CCCN23)ccn1 (stereo unspecified)
  14-3-3 PPI = -1

CCOC(=O)C1C2NC(=S)N(c3ccccc3C)C1(C)Oc1c(OCC)cccc12 (stereo unspecified)
  14-3-3 PPI = -4

O=C(Nc1ccc(Cl)cc1C(=O)c1ccccc1)c1ccc(Cl)cc1
  14-3-3 PPI = -26

O/N=C1/C(=C\c2ccccc2)N2CCC1CC2
  14-3-3 PPI = -3

Cc1sc2ncn(CC(=O)NCC(=O)N3CCC4(CC3)OCCO4)c(=O)c2c1C
  14-3-3 PPI = -6

O=P(CN1CCN(c2ccccc2)CC1)(N1CCCCC1)N1CCCCC1
  14-3-3 PPI = -9

Fetched by compound from the list above, 3 records:
O=c1[nH]c(=O)n(Cc2ccccc2)c(O)c1C=NCCN1CCOCC1
  14-3-3 PPI = -14

CCOC(=O)C1=C(C)OC(N)=C(C(=O)OCC)C12C(=O)N(CC(=O)OC)c1ccccc12 (stereo unspecified)
  14-3-3 PPI = 3

Cc1ccc(NC(=O)C2C3c4ccccc4C(c4ccccc43)C2C(=O)O)cc1 (stereo unspecified)
  14-3-3 PPI = 12

Screening data deposited in PubChem BioAssay by Emory University Molecular Libraries Screening Center.
